High-throughput results from PubChem.
EWS-Fli inh – inhibitors of EWS/Fli oncoprotein transcriptional activity; A673 NR0B1-luciferase reporter, viability-normalised; inhibition, % at 12.6 µM; 350,000 compounds, 0.67% hits; AID 651661;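 active = mean inhibition of at least 50% after viability correction, with every replicate also passing that limit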;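 note: firefly luciferase signal divided by Alamar Blue viability fluorescence both relative to DMSO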
PAX8 reporter – lowers PAX8-driven luciferase in RMG-I cells. RMG-I TPO-luciferase reporter, SteadyGlo, 24 h. inhibition, % at 12.6 µM. 360,000 compounds, 1.2% hits. AID 652154;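 active = mean replicate inhibition at least 60% with every replicate also reaching 60%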;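 note: luciferase light reporting Pax8 driven TPO promoter activity; plate controls were median of neutral control wells for no effect and mitoxantrone controls for full effect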
S100A4 MyoIIA – blocks human S100A4 binding to myosin IIA peptide | P26447 | S100A4/TAMRA-MyoIIA peptide fluorescence polarization | inhibition, % at 10.7 µM | 360,000 compounds, 0.14% hits;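 active = mean inhibition of at least 70% across replicates, with every replicate also reaching that level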
Target sequence (P26447 whole entry, looked up): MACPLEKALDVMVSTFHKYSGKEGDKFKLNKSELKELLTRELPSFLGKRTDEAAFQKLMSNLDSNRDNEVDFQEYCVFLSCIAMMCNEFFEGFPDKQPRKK
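Material: human S100A4 monomer with TAMRA-labelled myosin IIA peptide; buffer or medium: HEPES pH 7.2 with CaCl2, KCl, NaCl, DTT, Triton; compound dosing: one concentration per compound; schedule: 5 min incubation before reading; benchmarks: neutral control DMSO, positive control TFP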
FN deposition inh – fibronectin deposition inhibition; 350,000 compounds, 0.086% hits; inhibition, % at 12.6 µM; AH1F fibroblasts, Alexa488-fibronectin deposition fluorescence, overnight;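 active = mean inhibition across replicates of 30% or more, regardless of how many single replicates reach that level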;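 note: positive control wells lacked labelled fibronectin entirely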
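Material – AH1F fibroblast monolayer, labelled fibronectin deposition · Reagent – labelled fibronectin 24 nM · Timing – 1 h adhesion, overnight exposure · Measured by – fluorescence at 485 nm excitation, 525 nm emission · Read-out – inhibition of fibronectin deposition signal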
PGC1a acetyl inh – lowers PGC1a acetylation signal in U2OS cells; AlphaScreen anti-acetyl-lysine; with virally co-expressed GCN5 acetyltransferase; inhibition, % at 15.6 µM; 350,000 compounds, 0.17% hits;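 active = every replicate shows inhibition of at least 40%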;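 note: 0% = neutral control wells and 100% = positive control wells; some results beyond the cut were filed as inactive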
LGR2 inh – inhibitors of bursicon-induced Drosophila LGR2 receptor cAMP signaling. HEK293 LGR2, CRE-luciferase, bursicon-stimulated, 4 h. inhibition, % at 9.99 µM. 380,000 compounds, 0.35% hits;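 active = drop in luminescence signal, shown as inhibition above about 50% in the replicate tests, limit read from the data, passing the limit was not always enough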;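 note: agonist challenge used bursicon conditioned medium at about half maximal strength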
ERAP1 HTS inh – blocks human ERAP1 aminopeptidase activity; Q9NZ08; recombinant ERAP1, Leu-AMC fluorescence, 60 min; inhibition, % at 10.7 µM; 340,000 compounds, 0.15% hits; AID 652197;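 active = mean replicate inhibition of at least 30%, or all replicates individually reaching that 30% level; inactive = mean below 30% and not every replicate reaching it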;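 note: 0% = neutral control wells and 100% = L-leucinethiol positive control wells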
Target sequence (Q9NZ08 whole entry, looked up): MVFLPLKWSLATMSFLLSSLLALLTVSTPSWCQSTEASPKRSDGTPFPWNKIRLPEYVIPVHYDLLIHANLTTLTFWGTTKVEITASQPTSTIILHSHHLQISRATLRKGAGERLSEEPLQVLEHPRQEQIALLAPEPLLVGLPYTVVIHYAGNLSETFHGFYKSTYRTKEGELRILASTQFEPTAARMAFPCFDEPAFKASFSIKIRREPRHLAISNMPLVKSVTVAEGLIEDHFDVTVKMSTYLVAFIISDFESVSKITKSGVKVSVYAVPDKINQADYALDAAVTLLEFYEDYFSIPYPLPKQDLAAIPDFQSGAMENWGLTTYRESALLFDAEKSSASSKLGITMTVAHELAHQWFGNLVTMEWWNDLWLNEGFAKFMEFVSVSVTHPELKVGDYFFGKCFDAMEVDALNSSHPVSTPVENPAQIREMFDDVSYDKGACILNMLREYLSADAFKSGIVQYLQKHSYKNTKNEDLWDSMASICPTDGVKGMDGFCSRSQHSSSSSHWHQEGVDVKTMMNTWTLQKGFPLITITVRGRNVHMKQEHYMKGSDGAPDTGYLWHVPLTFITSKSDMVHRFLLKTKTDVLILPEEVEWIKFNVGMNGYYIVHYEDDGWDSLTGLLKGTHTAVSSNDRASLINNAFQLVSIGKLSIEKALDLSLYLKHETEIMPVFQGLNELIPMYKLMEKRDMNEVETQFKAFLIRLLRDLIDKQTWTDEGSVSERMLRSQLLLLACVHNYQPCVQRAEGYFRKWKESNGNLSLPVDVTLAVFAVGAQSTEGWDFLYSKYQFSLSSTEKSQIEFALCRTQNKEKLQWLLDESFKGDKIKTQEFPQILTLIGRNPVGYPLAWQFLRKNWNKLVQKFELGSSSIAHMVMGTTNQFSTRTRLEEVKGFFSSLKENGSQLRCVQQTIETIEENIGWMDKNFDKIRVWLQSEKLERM
PglD DTNB – inhibitors of Campylobacter jejuni PglD acetyltransferase | 360,000 compounds, 0.098% hits | purified PglD enzyme, DTNB colorimetric CoA detection | AID 602405 | inhibition, % at 12.5 µM; in the data active = inhibition above about 16%, passing the limit was not always enough; note: strong numbers were not always called active
* hit, by the source's call; / = no result given.

SMILES	EWS-Fli inh	PAX8 reporter	S100A4 MyoIIA	FN deposition inh	PGC1a acetyl inh	LGR2 inh	ERAP1 HTS inh	PglD DTNB
O=C(CCN1C(=O)/C(=C/c2ccccc2)SC1=S)N1CCCCCC1	15	-2	2	-6	5	-3	-5	0
COc1cccc(OCCCN2CCC(C(O)(c3ccccc3)c3ccccc3)CC2)c1	11	-4	-8	-2	/	13	2	/
CN(C)CC(=O)Nc1ccc2c(c1)[C@H]1C[C@@H](CC(=O)NCc3ccccc3)O[C@@H](CO)[C@H]1O2	9	6	7	3	-13	3	0	2
O=C(OCc1ccccc1)N(CCF)c1cn(Cc2ccccc2)c(=O)n(Cc2ccccc2)c1=O	12	22	-1	3	8	/	2	-2
CC1(C)Cc2nc3sc4c(N(CCO)CCO)nnnc4c3cc2CO1	3	-12	4	/	12	-11	8	/
C=CCNC(=O)c1ccc([N+](=O)[O-])c(Cl)c1	4	8	-1	13	/	3	0	/
C[C@H]1CN([C@@H](C)CO)C(=O)c2cccc(NC(=O)Nc3ccc4c(c3)OCO4)c2O[C@@H]1CN(C)C	-30	-69	9	/	-4	4	0	0
Cc1ccc(N2CCN(c3ccc(C)cc3)C2c2cccnc2)cc1	-4	/	6	/	0	9	-2	2
COCCNC(=S)NNc1ccccc1[N+](=O)[O-]	-46	11	-8	-10	-3	-11	2	/
COc1cc(C=O)ccc1Oc1nc(Nc2ccc(F)cc2F)nc(N2CCOCC2)n1	8	3	-14	6	8	21	2	/
C[C@@H]1CN([C@H](C)CO)C(=O)c2cc(NS(C)(=O)=O)ccc2O[C@H]1CN(C)CC1CC1	-6	-5	-15	/	13	-13	5	4
C[n+]1cccc(O)c1SCc1ccccc1	4	-6	-1	10	-8	-8	-1	1
CCOC(=O)c1c(C)n(C)c2ccc(OC)c(NS(=O)(=O)CC)c12	/	27	/	3	1	-4	/	0
Cc1ccc(S(=O)(=O)N(C)C[C@H]2Oc3ccc(NC(=O)C4CCCCC4)cc3CC(=O)N([C@H](C)CO)C[C@H]2C)cc1	-1	/	-5	/	1	-7	-2	3
C[C@@H]1CN([C@@H](C)CO)C(=O)c2cc(/C=C/c3ccccc3)cnc2O[C@@H]1CN(C)C(=O)Cc1cccnc1	-4	-4	2	3	7	5	4	7
CCC(C)NC(=O)CN1C(=O)NC2NC(=O)NC21 (stereo unspecified)	-8	6	33	10	5	31	-4	/
Cc1nc(-c2ccc(Cl)cc2)sc1C1(C)CC(c2ccccc2Br)=NO1 (stereo unspecified)	-41	-36	1	0	4	/	-6	-2
CC(C)CNC(=O)COc1ccc(Sc2ccc(OCC(=O)NCC(C)C)cc2)cc1	/	-8	/	2	/	-9	/	2
Cc1ccccc1NC(=S)N(CCN(C)C)C(C)c1ccco1 (stereo unspecified)	5	1	-10	4	5	2	1	/
COc1ccc(S(=O)(=O)Nc2ccc3c(c2)C(=O)N([C@H](C)CO)C[C@@H](C)[C@H](CN(C)Cc2ccc(C(F)(F)F)cc2)OCCCC[C@H](C)O3)cc1	32	26	19	/	7	16	1	-4
C[C@H]1CCCCO[C@@H](CN(C)C)[C@@H](C)CN([C@@H](C)CO)C(=O)c2cc(NC(=O)Cc3ccccc3)ccc2O1	2	-2	1	/	-3	16	-1	0
O=C(CCN1C(=O)/C(=C\c2cccs2)SC1=S)NC1=NCCS1	4	-8	5	2	4	16	-4	-1
Cc1ccn(CCC(=O)O)n1	-26	7	2	0	/	29	2	/
COC(=O)c1ccccc1NC(=O)COc1ccc2c(c1)OCO2	-90	-7	1	4	/	-1	-1	-6
CC[C@H](C)[C@H](NC(N)=O)C(=O)Nc1ccccc1F	-1	11	2	0	-11	15	3	4

(continued)
SMILES	EWS-Fli inh	PAX8 reporter	S100A4 MyoIIA	FN deposition inh	PGC1a acetyl inh	LGR2 inh	ERAP1 HTS inh	PglD DTNB
O=C(Cc1ccc(Cl)cc1Cl)Nc1cccc(S(=O)(=O)Nc2ccccc2F)c1	11	-6	8	-7	2	/	1	-2
COCCNC(=O)c1ccccc1NC(=O)Nc1ccccc1	-4	15	10	8	/	-13	5	/
CNC(=O)NC(=O)CSc1ccc(S(=O)(=O)N2CCOCC2)cn1	2	-9	3	4	/	-8	1	-5
C[C@@H]1CCCCO[C@@H](CN(C)Cc2ccc3c(c2)OCO3)[C@@H](C)CN([C@@H](C)CO)C(=O)c2cc(NC(=O)c3ccccc3)ccc2O1	10	-15	5	/	-4	-2	-1	1
O=C(COc1ccc(Br)cc1)N1CCc2ccccc2C1	-6	1	6	-2	/	-3	-2	/
COc1ccccc1C(C)NCC(=O)Nc1ccccc1C(F)(F)F (stereo unspecified)	9	-14	-1	6	/	7	-1	/
CN(C)/C=C/C(=O)c1ccc(Cl)c([N+](=O)[O-])c1	5	-9	-3	4	0	5	-1	/
CN1[C@H](C(=O)NCc2ccccn2)[C@@H](CO)[C@@H]2Cn3c(ccc(-c4cccc(F)c4)c3=O)[C@@H]21	8	/	12	/	/	4	-1	-9
Nc1nc(-c2ccc(Cl)cc2)nn1C(=O)c1cccs1	-1	19	7	/	-2	-1	3	-4
O=C(C[C@@H]1CC[C@@H]2[C@H](COC[C@H](O)CN2CC2CC2)O1)NCc1ccc(Cl)cc1	-7	2	0	-3	-5	10	0	1
COCc1cc(=O)n2[nH]c(-c3cccs3)cc2n1	-12	-2	-1	7	3	6	/	1
O=C(Nc1ccncc1)Nc1ccc(Cl)cc1	-34	-65	0	-1	/	-21	1	1
O=C(NCc1ccccn1)C1Nc2ccc(OC(F)(F)F)cc2C2C=CCC12 (stereo unspecified)	6	7	/	-5	-6	15	/	2
COc1ccc(NC(=O)Nc2ccc3c(c2)CC(=O)N([C@@H](C)CO)C[C@@H](C)[C@@H](CN(C)C(=O)Nc2c(C)noc2C)O3)cc1	-7	13	/	/	6	11	/	3
CN(C)CCCNc1cc(C(C)(C)C)nc2c(-c3ccccc3)cnn12	-86	-146	-5	1	10	-65	0	5
COc1ccc(N2CCN(C(=O)CN3C(=O)COc4ccccc43)CC2)cc1	-13	6	3	-19	/	-8	-3	1
CCCCOC(=O)c1ccc(NC(=O)c2c(OC)cccc2OC)cc1	-7	7	-8	0	/	0	3	/
COc1ccc(C(C(=O)NC2CCCCC2)N(CC2CCCO2)C(=O)C2COc3ccccc3O2)cc1OC (stereo unspecified)	/	25	/	3	-8	/	/	2
CCCNC(=O)[C@H]1[C@H](CO)[C@H]2Cn3c(ccc(C4=CCCC4)c3=O)[C@H]2N1C(=O)CC	-4	-8	1	/	/	15	1	-1
CCC(=O)Nc1ccc2oc(-c3cccnc3)nc2c1	-91	-22	-10	-21	0	-32	1	3
Cn1c(NNC(=O)CCC2CCCCC2)cc(=O)n(C)c1=O	7	-4	-1	-5	/	11	4	-2
O=S(=O)(Nc1c(O)ccc2ccccc12)c1ccc(F)cc1	-222	-2	-11	-7	11	/	0	/
COc1cc(/C=C(\NC(C)=O)C(=O)N2CCCCC2)ccc1OC(C)=O	21	6	46	-2	4	4	-4	2
COc1ccc(CSCC(=O)N/N=C/c2ccccc2O)cc1	9	20	-5	3	-4	-4	-3	/
c1ccc(NCc2nc(-c3ccccc3)no2)cc1	/	-126	/	6	6	/	/	-8

An excerpt of these results, field by field:
O=C(COc1ccc(Br)cc1)N1CCc2ccccc2C1
  EWS-Fli inh: -6 | PAX8 reporter: 1 | S100A4 MyoIIA: 6 | FN deposition inh: -2 | PGC1a acetyl inh: / | LGR2 inh: -3 | ERAP1 HTS inh: -2 | PglD DTNB: /

COc1ccccc1C(C)NCC(=O)Nc1ccccc1C(F)(F)F (stereo unspecified)
  EWS-Fli inh: 9 | PAX8 reporter: -14 | S100A4 MyoIIA: -1 | FN deposition inh: 6 | PGC1a acetyl inh: / | LGR2 inh: 7 | ERAP1 HTS inh: -1 | PglD DTNB: /

CN(C)/C=C/C(=O)c1ccc(Cl)c([N+](=O)[O-])c1
  EWS-Fli inh: 5 | PAX8 reporter: -9 | S100A4 MyoIIA: -3 | FN deposition inh: 4 | PGC1a acetyl inh: 0 | LGR2 inh: 5 | ERAP1 HTS inh: -1 | PglD DTNB: /

New compounds follow
SMILES	EWS-Fli inh	PAX8 reporter	S100A4 MyoIIA	FN deposition inh	PGC1a acetyl inh	LGR2 inh	ERAP1 HTS inh	PglD DTNB
COc1ccc(S(=O)(=O)N(C)C[C@H]2Oc3ccc(NS(=O)(=O)c4ccc(Cl)cc4)cc3C(=O)N([C@@H](C)CO)C[C@@H]2C)cc1	5	/	-9	/	-10	-3	3	0
COc1ccc(C(C)=O)cc1CC1(C)C(=O)Nc2ccc(OC(F)(F)F)cc21 (stereo unspecified)	-5	/	-14	3	-14	18	2	1
COc1ccccc1NC(=O)N(C)C[C@H]1Oc2ncc(C#CCC(C)C)cc2C(=O)N([C@H](C)CO)C[C@@H]1C	-3	-10	3	/	10	-1	3	-1
COc1cc(/C=C2\CC/C(=C\c3ccc(OCCO)c(OC)c3)C2=O)ccc1OCCO	6	-2	1	1	/	5	0	/
C/C=C/c1ccc2c(c1)O[C@H](CN(C)Cc1ccc(C(=O)O)cc1)[C@H](C)CN([C@@H](C)CO)S2(=O)=O	7	-10	-4	/	20	-7	4	-1
O=C(C1CCCC1)N1CC2(C1)[C@@H](c1ccccc1)[C@H](CO)N2Cc1ccc(Cl)cc1	-1	-15	40	-4	-1	-7	-5	/
C=CCNC(=O)C1CC(=O)N(c2ccc(C)cc2)C1 (stereo unspecified)	-5	-18	-4	3	/	12	1	0
O=C(CSc1nc(-c2ccc(F)cc2)nc2ccc(F)cc12)Nc1cccc(C(=O)O)c1	8	10	0	-23	6	-10	-5	/
COc1cccc(C(=O)NN2C(=S)N(c3ccccc3)C(=O)C2CC(N)=O)c1 (stereo unspecified)	-39	-44	-29	7	/	-45	0	/
Cc1c(C(=O)N2CCN(S(=O)(=O)c3ccccc3)CC2)oc2ccc(Br)cc12	4	17	-4	10	-2	10	-2	5
O=C(NC[C@H]1CC[C@@H]2[C@@H](CN2Cc2ccccc2F)O1)C1CC1	-2	-8	-7	/	-3	/	-2	/
O=C1c2ccccc2C(=O)N1CC(=O)N1c2ccccc2Sc2ccccc21	7	/	-1	/	0	-4	5	4
O=C1[C@H](Cc2ccccc2)NCC=CC[C@H](c2ccco2)N1Cc1ccccc1	11	22	-8	0	-27	-2	3	0
CCc1ccc(NC(=O)C(NS(=O)(=O)c2ccc3c(c2)CCN3C(C)=O)C(C)C)cc1 (stereo unspecified)	-1	-4	-4	-1	-3	6	-3	-3
C[C@@H]1CN([C@@H](C)CO)C(=O)c2cc(NS(=O)(=O)c3ccc(F)cc3)ccc2O[C@H]1CN(C)Cc1ccc(C(=O)Nc2ccccc2N)cc1	-14	-5	1	-11	-2	0	-1	/
O=C(C[C@H]1C=C[C@H](NC(=O)CCN2CCCCC2)[C@@H](CO)O1)Nc1ccc(-c2ccccc2)cc1	-9	-4	-4	-2	-1	-2	0	3
Clc1ccccc1N1CCN(Cc2ccco2)CC1	-12	6	-3	0	6	-13	1	0
O=C(Nc1ccc(F)cc1)N1CCN(C(=O)C2CCCO2)CC1 (stereo unspecified)	3	-14	-6	-2	10	-26	-5	-1
COc1cccc(/C=N/Nc2ccc(Cl)nn2)c1	-66	-153	-2	9	/	-29	0	-1
CCOC(=O)[C@]12CCCC=C1N(Cc1ccco1)C(=O)[C@H](CC(=O)NCCCOC)C2	-7	-19	51	/	/	-20	/	/
CS(=O)(=O)Nc1cccc(C2=NN(C(=O)c3cccc([N+](=O)[O-])c3)C(c3cccs3)C2)c1 (stereo unspecified)	16	14	-15	8	6	-19	-6	-1
C[C@H](CO)N1C[C@H](C)[C@@H](CN(C)C(=O)CC2CC2)Oc2ncc(-c3ccc(C#N)cc3)cc2C1=O	-13	/	10	/	-1	-1	-1	2
